Source: PubChem BioAssay
GSIS activator = GLuc luminescence reporter in INS-1E cells, primary screen for activators of glucose-dependent secretion of insulin. INS-1E GLuc reporter insulin secretion, 2-3 h. activation, % at 16.6 µM. 0.61% of 370,000 active. AID 743287;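 active = lowest replicate activation of at least 40%, so every replicate reaches that level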;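 note: 0% = median of neutral control wells and 100% = median of IBMX positive control wells; some compounds called inactive have numbers as strong as hits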
ARNT-TACC3 inh = disruptors of human ARNT/TACC3 interaction; inhibition, % at 9.99 µM; Q9Y6A5; 0.66% of 390,000 active; AlphaScreen His-ARNT PAS-B/GST-TACC3 binding, luminescence; TACC3 fragment carries E629A point mutation;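 active = mean inhibition of replicates at least 50% and at least half of replicates each reaching 50%; inconclusive = half or more replicates reach 50% but mean below 50%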;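 note: 0% = complete ARNT plus TACC3 wells and 100% = ARNT alone without TACC3; many hits fall short of the cut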
PGC1a acetyl inh = lowers PGC1a acetylation signal in U2OS cells; AlphaScreen anti-acetyl-lysine; with virally co-expressed GCN5 acetyltransferase; inhibition, % at 15.6 µM; 0.17% of 350,000 active; AID 651687;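 active = every replicate shows inhibition of at least 40%; inconclusive = mean inhibition at least 40% but some replicate below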;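 note: 0% = neutral control wells and 100% = positive control wells; some results beyond the cut were filed as inactive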
PglD inh = inhibitors of Campylobacter jejuni PglD acetyltransferase; purified PglD enzyme, DTNB colorimetric CoA detection; inhibition, % at 12.5 µM; 0.098% of 360,000 active; in the data active = inhibition above about 16%, passing the limit was not always enough; inconclusive = no clear call, values can overlap the other calls; note: strong numbers were not always called active
C2C12 statin = suppression of simvastatin myotoxicity; C2C12 myotubes + simvastatin, ATP luminescence, 48 h; scaled: DMSO 0, geranylgeraniol control 100; 0.78% of 330,000 active; rescue of ATP level, % at 7.49 µM;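 active = mean ATP rescue above about 67%, or every replicate alone reaching that limit, limit read from the data, passing the limit was not always enough; inconclusive = no clear call, values can overlap the other calls; inactive = mean under the limit and some replicate under it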;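 note: myotubes were challenged with 10 µM simvastatin during compound exposure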
Cneo AK release = causes C. neoformans cell lysis; adenylate kinase release luminescence, 4 h; normalised: neutral wells 0, clomiphene wells 100; lysis activity, % at 15 µM; 0.2% of 360,000 active; AID 651654;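 active = mean lysis activity across replicates of at least 80%, whatever share of replicates individually reach that level; inactive = mean lysis activity below 80%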
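Material: C. neoformans cells | Amount: Yeast cell density of 5 × 10^6 cells/mL | Medium: Fresh YPD growth medium | Dosing: Single dose | Times: Static 4 h at 37 °C with compound, 1 h detection | Detection: AK luminescence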
PAX8 reporter = inhibitors of PAX8 transcriptional activity in RMG-I cells; inhibition, % at 12.6 µM; RMG-I TPO-luciferase reporter, SteadyGlo, 24 h; 1.2% of 360,000 active;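 active = mean replicate inhibition at least 60% with every replicate also reaching 60%; inconclusive = only one of the two criteria is met; inactive = mean below 60% and not all replicates reaching 60%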;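 note: luciferase light reporting Pax8 driven TPO promoter activity; plate controls were median of neutral control wells for no effect and mitoxantrone controls for full effect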
LGR2 antag = inhibitors of bursicon-induced Drosophila LGR2 receptor cAMP signaling. HEK293 LGR2, CRE-luciferase, bursicon-stimulated, 4 h. inhibition, % at 9.99 µM. AID 720647. 0.35% of 380,000 active;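 active = drop in luminescence signal, shown as inhibition above about 50% in the replicate tests, limit read from the data, passing the limit was not always enough; inconclusive = probably only some replicates passing the limit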;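 note: agonist challenge used bursicon conditioned medium at about half maximal strength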
Numbers without * were called inactive; ? = inconclusive; nt = not tested or not shown.

nr	mol	GSIS activator	ARNT-TACC3 inh	PGC1a acetyl inh	PglD inh	C2C12 statin	Cneo AK release	PAX8 reporter	LGR2 antag
1	CO[C@@H]1CN(C)C(=O)c2cc(NC(C)=O)ccc2OC[C@@H](C)N(C(=O)c2ccccc2F)C[C@@H]1C	1	0	6	-2	2	-4	nt	16
2	Cc1ccc(S(=O)(=O)CCC(=O)OCC(=O)Nc2ccc(N3CCOCC3)cc2)cc1	24	-1	1	5	-9	-2	-5	-11
3	COc1ccc(Cl)cc1NC(=O)C1Cc2cc(S(=O)(=O)N3CCCC3)ccc2N1C(C)=O (stereo unspecified)	-3	0	1	-6	-4	1	33	-3
4	CC(C)C#Cc1ccc([C@@H]2[C@@H](CO)N3C(=O)CN(C(=O)C4CCCCC4)C[C@H]23)cc1	-6	nt	-11	nt	nt	nt	3	13
5	COc1cc(/C=C/C(=O)OC(C)C(=O)c2ccccc2)cc(OC)c1OC (stereo unspecified)	-16	14	nt	0	-9	-1	14	0
6	CCC(C)N=Cc1c(NCc2ccco2)nc2c(C)cccn2c1=O (stereo unspecified)	nt	-6	-4	-2	22	-1	-12	nt
7	C[C@@H]1CN([C@@H](C)CO)C(=O)Cc2cc(NC(=O)Nc3ccc4c(c3)OCO4)ccc2O[C@H]1CN(C)C(=O)Nc1ccccc1	5	6	0	2	25	-4	-14	7
8	CN(C)C(=O)c1cccc(-c2ccc3n(c2=O)C[C@@H]2[C@@H](CO)[C@H](C(=O)NCC(F)(F)F)[C@H]3N2C)c1	12	0	nt	-3	-26	1	nt	-7
9	COc1ccc(C2CC(c3ccc(OC)cc3OC(C)=O)=NN2C(=O)c2ccccc2)cc1 (stereo unspecified)	-14	-2	nt	2	24	1	11	13
10	Cc1ccc(NC(=O)C(C)C(=O)Nc2ccc(C)cc2)cc1	24	-5	-8	nt	nt	nt	10	-17
11	CC(C)(O)P(=O)(O)CCc1ccccc1	12	-4	10	6	nt	-2	17	-2
12	CCOC(=O)c1c(C)[nH]c(C(=O)COC(=O)C2CC2C)c1C (stereo unspecified)	nt	-18	0	8	nt	-3	nt	nt
13	CN1C(=O)c2cc(NC(=O)c3cccc(F)c3)ccc2OC[C@@H]2O[C@@H](CC(=O)NCC3CCCCC3)CC[C@@H]21	-4	-4	nt	7	9	3	25	6
14	O=C(c1cccnc1)N1CC[C@@H]2[C@H]1c1cc(-c3ccc(F)cc3)ccc1N[C@@H]2CO	-1	1	-1	2	-26	3	-1	-11
15	CCOc1ccc(-n2c(=S)sc3c(=O)[nH]c(SCC(=O)C(C)(C)C)nc32)cc1	-2	-16	-6	-3	9	0	23	20
16	CO[C@@H]1CN(C)C(=O)c2cc(NC(=O)C3CC3)ccc2OC[C@H](C)N(Cc2ccncc2)C[C@@H]1C	-6	-11	nt	0	-2	-1	3	-4
17	CO[C@H]1CN(C)C(=O)c2cc(NS(=O)(=O)c3cn(C)cn3)ccc2OC[C@@H](C)N(CCC(F)(F)F)C[C@H]1C	23	-6	3	0	0	1	-12	15
18	COC(=O)c1cccc(NC(=O)CSc2nc3cccnc3n2C)c1	-21	-6	?	2	nt	7	nt	13
19	O=C(Nc1ccccc1)C1=C[C@H](c2coc3ccccc3c2=O)C[C@H](OCc2ccc(CO)cc2)O1	-7	-1	2	-7	-2	-1	4	0
20	O=C(NC1CCCC1)c1cccc(S(=O)(=O)N2CCOCC2)c1	10	nt	7	-5	3	-2	-14	21
21	CCn1c(SCC(=O)N2CCC(C)CC2)nc2c(c1=O)SCC2	5	6	nt	-1	-1	2	5	5
22	CO[C@@H]1CN(C)C(=O)c2cc(NC(=O)C3CCCC3)ccc2OC[C@@H](C)N(C)C[C@@H]1C	8	-19	nt	2	1	0	-1	7
23	C=CCn1c(SCC(=O)NNC(=O)Nc2ccc(C)cc2)nnc1-c1ccccc1	-6	-2	nt	0	-10	-1	39	-2
24	COc1c(C)cc(C(=O)C2CCCN(C(=O)Cn3ccc(C)n3)C2)cc1C (stereo unspecified)	-7	-5	-5	9	4	-1	4	-3
25	CC1CCC2(CC1)OCC1(CCC3(COC4(CCC(C)CC4)OC3)C1=O)CO2 (stereo unspecified)	-3	12	nt	nt	nt	nt	-15	17
26	O=C(C[C@H]1C=C[C@@H](NC(=O)Cc2ccccn2)[C@H](CO)O1)NCCCN1CCOCC1	12	-1	5	2	-12	-1	2	-8
27	COCC(=O)Nc1ccc2c(c1)C(=O)N(C)[C@H]1CC[C@H](CC(=O)NCCc3ccccc3)O[C@@H]1CO2	13	-12	-2	-1	12	17	7	8
28	Cc1ccc(-c2cc(C(=O)N3CCN(c4ccc(F)cc4)CC3)c3ccccc3n2)o1	nt	4	-6	9	0	1	nt	nt
29	CCCCCCNC(=O)C(C#N)c1nc2ccccc2nc1N1CCOCC1 (stereo unspecified)	nt	1	nt	1	22	-1	nt	nt
30	CCOc1ccc(NC(=O)CN(C)C(=O)CCCOc2ccc(Br)cc2)cc1OCC	-40	2	nt	nt	nt	nt	17	-2
31	Cc1nn(-c2ccc(C(=O)NCC(c3ccco3)N3CCCC3)cc2)c(C)c1Cl (stereo unspecified)	13	nt	-9	0	-13	1	5	11
32	O=[N+]([O-])c1ccc(Sc2ccc(F)cc2)nc1	-3	6	nt	nt	nt	nt	-16	-6
33	C[C@@H]1CN([C@@H](C)CO)C(=O)c2cc(NC(=O)Nc3ccc(F)cc3)ccc2O[C@H]1CN(C)C(=O)NC1CCCCC1	6	-1	-2	2	-16	-7	-2	0
34	O=C(NC12CC3CC(CC(C3)C1)C2)c1cccnc1Cl	8	nt	-1	4	-12	-1	12	3
35	COCc1c(C(=O)N/N=C(\C)c2ccc(Cl)s2)nnn1-c1nonc1N	-6	nt	nt	0	-39	0	2	-2
36	O=C1CSC(=Nc2ccccc2)N1	nt	-46	6	-6	95*	-1	nt	nt
37	CCOc1cc(-c2noc(CCC(=O)NC3CCCCC3)n2)ccc1OC	8	2	nt	10	-5	-2	-3	-6
38	COC(=O)C1CC(=O)c2sccc2C1 (stereo unspecified)	22	2	nt	nt	nt	nt	14	2
39	COc1cccc(C(C2C(=O)CC(C)(C)CC2=O)C2C(=O)CC(C)(C)CC2=O)c1	14	3	-3	8	-3	1	-2	10
40	ONC(=Nc1ccccc1)c1ccccc1Cl	nt	-3	-4	3	nt	1	nt	nt
41	C[C@H]1CCCCO[C@H](CN(C)C(=O)Nc2cccc3ccccc23)[C@@H](C)CN([C@@H](C)CO)C(=O)c2cc(NC(=O)NC3CCCCC3)ccc2O1	20	1	-2	0	nt	0	67*	-10
42	C[C@@H]1CCCCO[C@H](CN(C)S(=O)(=O)c2cccs2)[C@H](C)CN([C@@H](C)CO)C(=O)c2cc(NC(=O)c3ccccc3)ccc2O1	-2	0	-10	4	nt	-3	17	13
43	O=C(CSc1ccccc1)N1CCN(S(=O)(=O)c2cccs2)CC1	2	2	nt	6	nt	0	14	-13
44	CNS(=O)(=O)c1cccc(C(=O)OCC(=O)NC(C)CCc2ccccc2)c1 (stereo unspecified)	7	-2	3	3	-2	-2	21	2
45	O=C1CC(N2CCN(S(=O)(=O)c3ccc([N+](=O)[O-])cc3)CC2)C(=O)N1c1ccccc1F (stereo unspecified)	2	-3	6	2	-15	-1	-10	-2
46	C[C@@H]1CCCCO[C@@H](CN(C)Cc2ccccc2)[C@@H](C)CN([C@@H](C)CO)C(=O)c2cc(NC(=O)Cc3ccccc3)ccc2O1	-27	-3	-2	-1	nt	8	-42	-11
47	CC1Cc2ccccc2N1C(=O)CSC1=NCCS1 (stereo unspecified)	8	-3	5	1	18	-1	nt	-1
48	COC(=O)C[C@H](NC(=O)Cn1cnc2c(SC)nc(N)nc21)C(=O)OC	4	33	-2	-2	5	2	9	-2
49	Cc1ccc(C)c(C(=O)COC(=O)C2CCN(c3ccc(C(F)(F)F)cn3)CC2)c1	-1	-2	-7	3	-1	0	6	-4
50	CCc1ccc(NC(=O)COC(=O)c2cccs2)cc1	-2	-1	nt	-2	1	4	2	-20
51	COc1ccc(C2=NS(=O)(=O)N(C)C(C(=O)N3CCCCC3)=C2)cc1OC	nt	-3	-9	-9	-8	0	4	3
52	CCCOc1ccccc1C(=O)NCCCC(=O)O	nt	-2	2	-4	2	3	nt	nt
53	COc1cc(OC)cc(C(=O)N[C@H](C(=O)OCC(=O)NC(C)c2ccccc2)C(C)C)c1 (stereo partly specified)	13	-15	nt	nt	nt	nt	-10	-26
54	C[C@@H]1CN([C@H](C)CO)C(=O)c2cc(-c3cccnc3)cnc2O[C@@H]1CN(C)C(=O)Nc1ccccc1	14	-5	2	4	4	-3	14	-9
55	C[C@H](CO)N1C[C@H](C)[C@H](CN(C)C)Oc2cc(-c3cccc(C#N)c3)ccc2S1(=O)=O	3	4	2	-3	-6	-2	-22	4
56	COc1ccc(C(CC(=O)N2CCOCC2)c2c(OC)cc(OC)c3ccc(=O)oc23)cc1 (stereo unspecified)	-1	-4	3	4	5	-3	6	3
57	O=C(NCCN1CCOCC1)c1ccc(Cl)c([N+](=O)[O-])c1	-17	-3	3	-3	-13	1	13	4
58	NC(=S)N/N=C/c1ccc2ccccc2c1	10	-5	nt	nt	nt	nt	-4	0
59	C[C@@H]1CCCCO[C@@H](CN(C)S(=O)(=O)c2ccccc2)[C@H](C)CN([C@@H](C)CO)C(=O)c2cc(NC(=O)Nc3ccc(F)cc3)ccc2O1	-9	-5	6	3	nt	105*	-13	-21
60	CC(=O)c1ccc(N2CCN(S(=O)(=O)c3cn(C)c(C)n3)CC2)cc1	10	-7	-2	-2	-2	0	3	-10

The list goes on:
nr	mol	GSIS activator	ARNT-TACC3 inh	PGC1a acetyl inh	PglD inh	C2C12 statin	Cneo AK release	PAX8 reporter	LGR2 antag
61	C[C@@H]1CCCCO[C@H](CN(C)C(=O)c2ccccc2)[C@@H](C)CN([C@@H](C)CO)C(=O)c2cc(NC(=O)Nc3ccc4c(c3)OCO4)ccc2O1	-18	7	-12	4	nt	0	6	2
62	O=C(NC1CCCCCC1)c1ccc2c(=O)n3c(nc2c1)CCCCC3	4	0	-11	1	-35	-3	nt	-19
63	CCCNC(=O)COC(=O)c1ccc(S(=O)(=O)N2CCCC2)cc1	-12	-5	1	nt	nt	nt	19	-13
64	C[C@@H]1CN([C@@H](C)CO)C(=O)c2cccc(NC(=O)c3nc4ccccc4s3)c2O[C@H]1CN(C)C(=O)Nc1ccc2c(c1)OCO2	-9	-7	-9	10	-41	2	nt	-9
65	COc1ccccc1/C=N/NC(=O)CC(=O)NCc1cccnc1	11	2	nt	nt	nt	nt	-5	15
66	CC(Sc1nc2cc([N+](=O)[O-])ccc2n1-c1cccc(C(F)(F)F)c1)C(=O)NC(N)=O (stereo unspecified)	2	-5	nt	5	nt	2	29	6
67	C[C@@H]1CN([C@H](C)CO)C(=O)c2cc(Br)cnc2O[C@H]1CN(C)C(=O)c1ccccn1	18	-1	1	0	5	6	-32	3
68	CCCCC(=O)OCCNC(=O)c1cc2ccccc2oc1=O	nt	13	-4	5	2	-2	nt	nt
69	COC(=O)C1=C(C)N(Cc2ccccc2)C(=NCc2cccc(Cl)c2)N[C@H]1c1ccccc1	nt	8	nt	4	-1	7	nt	nt
70	O=C(N/N=C/c1ccco1)c1cccc(N2CCCC2=O)c1	18	nt	nt	8	nt	6	-1	-14

An unsorted share of the library, and some 2.9% of all compounds hit somewhere here.
